# HT1080-NT tox: kills 2HG-producing HT-1080-NT fibrosarcoma cells. hit rate 1.6% among 360,000. HT-1080-NT fibrosarcoma viability, CellTiter-Glo ATP luminescence, 48 h. Potency, µM (titrated, usually from 46.1 µM), without a hit: at the highest dose activity, negative = less viability, hits mostly cytotoxic;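 note: NT is the 2HG producing partner of a matched IDH1 knockdown line; 0% = DMSO-treated cells and -100% = media-only wells without cells; nearly all actives have a fitted effect of over 55% in size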
#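 Viability of the 2HG-overproducing fibrosarcoma line after 48 hours of compound exposure at 37 degrees C was determined by luminescence with CellTiter-Glo, and concentration-effect curves were then fitted and categorized.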
# KB-V1 cytotox: kills drug-selected multidrug resistant KB-V1 cells; AID 1347076; Potency, µM (titrated, usually from 46.1 µM), for inactives: at the highest dose activity change, negative = cytotoxicity, most hits filed as cytotoxic; KB-V1 MDR cells viability, CellTiter-Glo, 72 h; hit rate 3.4% among 400,000; note: % is set by controls: 0 for no effect and ±100 for the full control effect; nearly all actives have a fitted effect of over 60% in size
#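 KB-V1, DMEM (no phenol red) + 10% FBS; cpd pin-transferred, titration series; 72 h, 37 degrees C; CellTiter-Glo, luminescence. Data normalized, curve-fit.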
# GLP-1R inv ag: GLP-1 receptor (human) inverse agonism; P43220; HEK293 GLP-1R CRE-luciferase, luminescence, 24 h; GLP-1R form is constitutively active; Potency, µM (series often up to 38.3 µM), for the others: at the highest dose activity change, negative = inhibition, hits mostly inhibitors; hit rate 1.6% among 410,000; note: % is set by controls: 0 for no effect and ±100 for the full control effect; nearly all actives have a fitted effect of over 55% in size
# Target sequence (P43220 whole entry, looked up): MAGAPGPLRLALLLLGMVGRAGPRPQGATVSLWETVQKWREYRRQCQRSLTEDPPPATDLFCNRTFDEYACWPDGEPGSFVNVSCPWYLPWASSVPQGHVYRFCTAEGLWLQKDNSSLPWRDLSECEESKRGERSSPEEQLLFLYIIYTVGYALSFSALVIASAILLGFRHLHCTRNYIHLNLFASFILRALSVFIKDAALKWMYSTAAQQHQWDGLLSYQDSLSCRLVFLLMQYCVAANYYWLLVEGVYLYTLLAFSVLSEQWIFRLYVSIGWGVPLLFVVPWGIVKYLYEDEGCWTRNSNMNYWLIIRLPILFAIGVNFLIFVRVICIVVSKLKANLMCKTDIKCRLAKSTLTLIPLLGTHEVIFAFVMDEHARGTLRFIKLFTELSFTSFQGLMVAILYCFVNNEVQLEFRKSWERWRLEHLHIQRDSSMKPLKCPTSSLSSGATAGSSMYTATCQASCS
#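 Inverse agonism was detected as reduced cAMP-driven luciferase luminescence after 24 h compound treatment. The cells were HEK293 clones expressing constitutively active human GLP-1R with the reporter. Reporter-only and GPR119 cell lines served as counterscreen controls.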
# GLP1R cytotox: cytotoxicity counter-screen for GLP-1 receptor inverse agonists | Potency, µM (doses to about 38.3 µM), without a hit: at the top dose activity change, negative = inhibition, hits mostly inhibitors | hit rate 0.13% among 410,000 | AID 624418 | HEK293 cAMP-luciferase reporter cells, luminescence, 24 h;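 note: loss of luciferase light is scored as toxicity; % is set by controls: 0 for no effect and ±100 for the full control effect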
#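 1536-well qHTS counterscreen of the MLSMR; 200 cells/uL, 12 h pre-incubation, 23 nL cpd, 24 h at 37 deg C 5% CO2, luciferase detection reagent, 12 min RT, luminescence. Inhibition = undesired.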
# TDP43 rescue: inhibitors of TDP-43 toxicity in yeast; TDP-43 expressing yeast growth rescue, BacTiter-Glo, 24 h; hit rate 1.8% among 410,000; Potency, µM (highest dose often 46.1 µM), inactives show at the top dose growth rescue (activation), hits mostly activators; AID 652104; note: % of control where 0% means no effect; nearly all actives have a fitted effect of over 50% in size
#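 Yeast expressing TDP-43 (pregrown in raffinose, seeded at OD600=0.02 in galactose medium) exposed to compounds 24 hr at 30 deg C. Growth read by BacTiter-Glo luminescence; rescue of toxicity appears as increased signal.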
# HT1080 IDH1KD tx: toxicity to HT-1080 IDH1 knockdown cells (counter line); HT-1080 IDH1 knockdown viability, ATP luminescence, 48 h; Potency, µM (top dose mostly 46.1 µM), for inactives: at the highest dose activity, negative = toxicity, hits mostly cytotoxic; hit rate 2% among 360,000;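 note: 0% = DMSO wells and -100% = cell-free medium wells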
#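 Knockdown cells (IDH1KD HT-1080) received compounds 2 h after plating at 750 cells/well and were kept 48 h at 37 °C in 5% FBS RPMI. A CellTiter-Glo luminescence read gave % activity for curve fitting.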
# GLP1R ag: activates the human GLP-1 receptor. HEK293 GLP-1R CRE-luciferase, luminescence, 4-6 h; cells express a hypersensitive GLP-1R form. Potency, µM (titrated, usually from 45.6 µM), without a hit: at the top dose activation, actives largely listed as activators. hit rate 0.007% among 380,000; note: % of control where 0% means no effect
# SW480 rereplic: induces DNA re-replication in SW480 colon adenocarcinoma cells; SW480 DNA re-replication, Hoechst DNA content imaging, 48 h; Potency, µM (titrated, usually from 46.1 µM), inactives show top-dose re-replication activation, usual class: activators; hit rate 1.8% among 340,000; note: % of control where 0% means no effect; nearly all actives have a fitted effect of over 55% in size
#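 Cells (250 per well) received 23 nL compound or DMSO by pin tool and were kept 48 hr at 37 C, 5% CO2. Nuclei were then stained with Hoechst for 40 min and scanned for DNA content.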
# KB-3-1 tox: KB-3-1 parental cell cytotoxicity; KB-3-1 viability, CellTiter-Glo ATP luminescence, 72 h; Potency, µM (titrated, usually from 46.1 µM), for the others: at the top dose activity change, negative = cytotoxic, most hits filed as cytotoxic; hit rate 1.4% among 400,000; AID 1347075; note: % is set by controls: 0 for no effect and ±100 for the full control effect; nearly all actives have a fitted effect of over 60% in size
#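 Luminescent ATP read-out (CellTiter-Glo) measures survival of drug-naive KB-3-1 cells after 72 h compound exposure at 37 °C. Titration series was screened from lowest to highest concentration, with DMSO vehicle plates as background controls.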
# Numbers without * were called inactive; ? = inconclusive; . = not tested or not shown; & = joins results of further samples; [ ] = another dose, or the depositor's remark. Calls come from the whole dose curve; as a rule, active = well fitted curve in the direction sought with a large enough effect; inconclusive = small, poorly fitted or top-dose-only effect, or another doubt; inactive = no such curve, though single readings can be large; an effect the other way counts as inactive or inconclusive. Potency is the fitted concentration of half-maximal effect.
# Second line of a record: HT1080-NT tox | KB-V1 cytotox | GLP-1R inv ag | GLP1R cytotox | TDP43 rescue | HT1080 IDH1KD tx | GLP1R ag | SW480 rereplic | KB-3-1 tox
(1) O=C(CSc1nnc(-c2ccc(O)cc2)o1)Nc1ccccc1Br
    10% | -8% | -4% | 3% | -3% | -1% | 9% | -13% | 0%
(2) CCC(CC)NC(=O)C1CCN(S(=O)(=O)c2cccs2)CC1
    6% | 1% | 4% | 2% | 0% | 4% | -10% | -1% | -3%
(3) O=C(C1CCC(CNc2c(N3CCCC3)c(=O)c2=O)CC1)N1CCc2ccccc21 (stereo not given)
    -28% | -8% | -25% | 6% | -8% | 2% | -2% | -14% | -3%
(4) CN/S(=N/S(=O)(=O)c1ccccc1)c1ccc(C)cc1 (stereo not given)
    14% | 2% | 18% | 7% | 16% | 8% | -3% | -1% | 13%
(5) OC(CNCc1ccccc1Cl)COc1ccc(F)cc1 (stereo not given)
    -2% | 0% | ? | -2% | -14% | -6% | 6% | -5% | ?
(6) CN(Cc1ccccc1)C(=O)c1csc([C@@H]2O[C@H](CO)[C@H](O)[C@H](O)[C@H]2O)n1
    16% | -2% | 14% | -5% | 20% | 1% | -7% | . | 3%
(7) CC(C)CC(=O)Nc1c(C(=O)N2CCN(c3ccccc3)CC2)oc2ccccc12
    . | -1% | ? | -3% | ? | . | . | . | ?
(8) CSc1ncccc1C(=O)N1CCCC(N2CCN(c3ccccc3F)CC2)C1 (stereo not given)
    14% | ? | 0% | 0% | 10% | -2% | 4% | -4% | -5%
(9) Cc1nnc(SCC(=O)Nc2ccccc2F)n1-c1ccc(F)cc1
    6% | -6% | 18% | -4% | 4% | 11% | 1% | 6% | -20%
(10) CCCNS(=O)(=O)c1ccc(CCC(=O)N2CCN(CC)CC2)cc1
    3% | 5% | 9% | -6% | -12% | -6%[9.24 µM] | -1% | -3% | 4%
(11) O=C(CNC(=O)c1cc2c(s1)CCC2)Nc1ccccc1Br
    9% | 18µM* | 0% | 6% | 16% | -2% | -2% | -5% | 21%
(12) O=C(Nc1ccc(Cl)cc1)N1CCSc2ccccc21
    2% | ? | 5% | 9% | 8% | 1% | -5% | 5% | 12%
(13) O=C(Nc1cccc([N+](=O)[O-])c1)C1COc2ccccc2O1 (stereo not given)
    2% | 4% | 5% | 3% | ? | 5% | 14% | 0% | 0%
(14) Cc1nn(Cc2ccccc2)c(C)c1NC(=O)CSc1nc2sc3c(c2c(=O)n1C)CCC3
    0% | ? | -20% | 13% | 15% | -9% | 17% | -7% | 9.2µM*
(15) COc1ccc(OC)c(NC(=O)C2CC(=O)N(Cc3ccco3)C2)c1 (stereo not given)
    5% | -18% | 18% | -12% | 4% | 1% | -14% | -2% | -13%
(16) COc1ccc(C2NCCCC2c2ccccc2)cc1 (stereo not given)
    -3% | -28% | ? | 1% | 7% | -1% | -3% | -2% | 17%
(17) O=C(NC1CC1)c1ccc(CS(=O)(=O)c2c(Cl)cccc2Cl)o1
    12% | 9% | 11% | 9% | 0% | 1% | -2% | -3% | 2%
(18) O=C(O)c1cccc(S(=O)(=O)Nc2ccc([N+](=O)[O-])cc2O)c1
    -1% | -6% | -6% | -28% | 13% | 6% | -5% | 2% | 2%
(19) O=C(CSc1nnnn1C1CCCC1)Nc1ccc2c(c1)OCCO2
    2% | -3% | 2% | -1% | -5% | -8% | 4% | -3% | 9%
(20) CCOC(=O)C1=C(COC(=O)CCOc2ccc(OC)cc2)NC(=O)NC1C (stereo not given)
    -2% | 24% | 26% | 3% | 25% | 0% | -4% | -16% | 2%
(21) COc1ccccc1NC(=O)Nc1nc(CC(=O)NCc2ccccn2)cs1
    -11% | -1% | ? | ? | -9% | -7% | 4% | 12µM* | -6%
(22) C=CCNC(=O)COC(=O)CNC(=O)c1cc(Cl)cc([N+](=O)[O-])c1
    12% | 1% | 1% | 0% | -12% | 0% | -5% | 9% | -1%
(23) Cc1ccc(-c2nc3ccc(Br)cn3c2Cc2ccccc2)cc1
    -29% | 0% | -23% | -19% | 5% | ? | 0% | . | ?
(24) Cc1nc2ccccc2c(=O)n1/N=C/c1c(O)ccc2oc3c(c12)CCCC3
    0% | 18µM* | 0% | ? | -11% | -14% | 0% | 17% | ?
(25) COC(=O)C1=C(C)N(Cc2ccccc2)C(=O)N[C@H]1c1ccco1
    0% | ? | 11% | 9% | 3% | 0% | 9% | -8% | 5%
(26) Cc1ccccc1OCC(=O)N1CCCc2ccccc21
    26% | -24% | ? | 11% | ? | 0% | 14% | -2% | 2%
(27) Cc1ccccc1-c1n[nH]c(=S)n1Cc1ccccc1
    18% | -3% | 4% | 1% | -7% | 11% | 8% | -5% | -26%
(28) O/N=C1\CC(O)Cc2nonc21 (stereo not given)
    20% | -3% | -7% | -7% | ? | 29% | 4% | -6% | 4%
(29) Fc1ccc2c(c1)Sc1ccc(Cl)cc1CC2N1CCN(CCC2OCCO2)CC1 (stereo not given)
    ? | 11% | 3.5µM* | ? | -16% | ? | 17% | ? | ?
(30) Cc1ncc([N+](=O)[O-])n1CCOC(=O)NC(NCc1cccnc1)C(Cl)(Cl)Cl (stereo not given)
    0% | 11% | 6% | 5% | 5% | -1% | -3% | -2% | -26%
(31) Cc1c(Cl)ccc2sc(N3CCN(C(=O)c4ccco4)CC3)nc12
    . | ? | 2% | 3% | 32µM* | . | . | . | 3%
(32) COc1ccc(C(=O)c2coc(-c3ccccc3C(=O)O)c2C(=O)O)cc1
    9% | 1% | 16% | 7% | 19% | 14% | -3% | -130%[inhibitor] | 0%
(33) CCn1cc2nc(SCC(=O)Nc3ccc(F)cc3F)n(Cc3ccccc3)c(=O)c2n1
    5% | 0% | ? | -33% | 13% | -5% | 24% | -9% | 2%
(34) Cc1cccc(NC(=O)CN2C(=O)N/C(=C\c3ccc(-c4cccc(C(=O)O)c4)o3)C2=O)c1
    1% | 18% | 2% | 216%[activator] | -1% | 1% | -2% | 18µM* | 6%
(35) O=C(NCC(c1cccnc1)N1CCN(c2ccc(F)cc2)CC1)C1CCCCC1 (stereo not given)
    2% | 3% | 12% | 61%[activator] | 3% | -5% | -2% | 0% | -2%
(36) C[C@@H](C(=O)CC(=O)OC(C)(C)C)[C@@H](O)c1c(F)cccc1Cl
    12% | -2% | 1% | ? | 23% | 5% | 0% | -4% | 7%
(37) O=C(O)c1cnn(-c2nc(-c3ccc(Cl)cc3)cs2)c1C(F)(F)F
    4% | -4% | -7% | 2% | -94%[inhibitor] | 0% | 7% | -4% | 7%
(38) CC(NC(=O)c1ccc(Cl)cc1)C(=O)NC1=NCCS1 (stereo not given)
    7% | -2% | 3% | -2% | -8% | 6% | -3% | 0% | 4%
(39) COc1ccc(CNC(=O)CN(C)S(=O)(=O)c2ccc3c(c2)c(=O)n(C)c(=O)n3C)cc1
    0% | 2%&-5% | 13%&3% | -20%&0% | -24%&3% | 1% | 0%&0% | -12% | 4%&5%
(40) CCc1nn(C(C)C(=O)NCc2cccc(OC)c2)c(=O)c2cc3occc3n12 (stereo not given)
    -1% | -5% | -2% | -10% | -7% | 0% | 2% | 1% | 4%
(41) Cc1ccc2[nH]c3c(=O)n(CC(=O)Nc4ccc(Br)cc4C)ncc3c2c1
    . | 12% | 9% | 3% | 19% | . | . | . | 1%
(42) O=C(CCl)Nc1ccccc1C(=O)Nc1ccc2c(c1)OCO2
    ? | ? | ? | ? | ? | ? | 0% | -5% | ?
(43) Cc1ccc(C(=O)Nc2cccc(S(=O)(=O)N3CCOCC3)c2)cc1[N+](=O)[O-]
    -5% | 13% | 1% | 0% | -1% | -1% | 2% | 2% | -7%
(44) COc1ccc(C(=O)COC(=O)CNC(=O)c2ccccc2)cc1F
    -2% | -27% | 2% | -4% | 16% | 19% | 0% | -2% | 3%

# From no. 35 up to 44, copied from above:
# Second line of a record: HT1080-NT tox | KB-V1 cytotox | GLP-1R inv ag | GLP1R cytotox | TDP43 rescue | HT1080 IDH1KD tx | GLP1R ag | SW480 rereplic | KB-3-1 tox
(35) O=C(NCC(c1cccnc1)N1CCN(c2ccc(F)cc2)CC1)C1CCCCC1 (stereo not given)
    2% | 3% | 12% | 61%[activator] | 3% | -5% | -2% | 0% | -2%
(36) C[C@@H](C(=O)CC(=O)OC(C)(C)C)[C@@H](O)c1c(F)cccc1Cl
    12% | -2% | 1% | ? | 23% | 5% | 0% | -4% | 7%
(37) O=C(O)c1cnn(-c2nc(-c3ccc(Cl)cc3)cs2)c1C(F)(F)F
    4% | -4% | -7% | 2% | -94%[inhibitor] | 0% | 7% | -4% | 7%
(38) CC(NC(=O)c1ccc(Cl)cc1)C(=O)NC1=NCCS1 (stereo not given)
    7% | -2% | 3% | -2% | -8% | 6% | -3% | 0% | 4%
(39) COc1ccc(CNC(=O)CN(C)S(=O)(=O)c2ccc3c(c2)c(=O)n(C)c(=O)n3C)cc1
    0% | 2%&-5% | 13%&3% | -20%&0% | -24%&3% | 1% | 0%&0% | -12% | 4%&5%
(40) CCc1nn(C(C)C(=O)NCc2cccc(OC)c2)c(=O)c2cc3occc3n12 (stereo not given)
    -1% | -5% | -2% | -10% | -7% | 0% | 2% | 1% | 4%
(41) Cc1ccc2[nH]c3c(=O)n(CC(=O)Nc4ccc(Br)cc4C)ncc3c2c1
    . | 12% | 9% | 3% | 19% | . | . | . | 1%
(42) O=C(CCl)Nc1ccccc1C(=O)Nc1ccc2c(c1)OCO2
    ? | ? | ? | ? | ? | ? | 0% | -5% | ?
(43) Cc1ccc(C(=O)Nc2cccc(S(=O)(=O)N3CCOCC3)c2)cc1[N+](=O)[O-]
    -5% | 13% | 1% | 0% | -1% | -1% | 2% | 2% | -7%
(44) COc1ccc(C(=O)COC(=O)CNC(=O)c2ccccc2)cc1F
    -2% | -27% | 2% | -4% | 16% | 19% | 0% | -2% | 3%

# Screening results from PubChem.
